tim23-1 inh: tim23-1 yeast growth inhibition. S. cerevisiae tim23-1 growth, BacTiter-Glo luminescence, 24 h. inhibition, % at 20 µM. 330,000 compounds, 1.3% hits;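 active means growth inhibition of the mutant yeast at or above 50%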;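 further: temperature-sensitive mutant grown at 25 °C; plate controls were DMSO-treated mutant yeast for no effect and medium wells lacking yeast for full effect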
APJ antagonist: APJ receptor antagonism; P35414; CHO-K1 APJ beta-arrestin complementation, luminescence; inhibition, % at 20 µM; 330,000 compounds, 0.32% hits;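 active means inhibition above about 40% at 20 µM, limit read from the data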;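 further: cells challenged with 10 nM apelin-13 agonist together with compound; plate controls were apelin-13 plus DMSO wells for no effect and DMSO wells lacking apelin-13 for full effect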
Target sequence (P35414 whole entry, looked up): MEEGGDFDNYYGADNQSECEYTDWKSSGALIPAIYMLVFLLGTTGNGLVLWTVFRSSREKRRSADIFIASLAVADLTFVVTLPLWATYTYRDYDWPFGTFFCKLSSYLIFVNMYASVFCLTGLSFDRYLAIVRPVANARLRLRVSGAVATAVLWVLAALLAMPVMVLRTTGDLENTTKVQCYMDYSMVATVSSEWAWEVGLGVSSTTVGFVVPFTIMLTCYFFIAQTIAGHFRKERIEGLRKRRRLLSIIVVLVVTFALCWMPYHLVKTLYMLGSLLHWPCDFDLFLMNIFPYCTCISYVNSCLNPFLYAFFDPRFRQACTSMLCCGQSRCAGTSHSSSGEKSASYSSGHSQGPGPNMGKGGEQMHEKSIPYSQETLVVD
tim10-1 inh: growth inhibitors of tim10-1 mutant yeast; inhibition, % at 20 µM; S. cerevisiae tim10-1 ts strain growth, BacTiter-Glo, 24 h; 330,000 compounds, 2.2% hits; AID 463190;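 active means inhibition of at least 40%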;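 further: mutant grown at 25 °C; 0% = DMSO wells with yeast and 100% = wells holding no yeast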
Mdm2-MdmX inh: inhibitors of human Mdm2/MdmX interaction | O15151+Q00987 | SaOS-2 split-luciferase Mdm2/MdmX complementation, luminescence | inhibition, % at 8 µM | 330,000 compounds, 3% hits;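 active means inhibition of at least 50% at 8 µM in the primary screen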
CXCR6 block: blocks human CXCR6 beta-arrestin recruitment; CHO-K1 PathHunter CXCR6 beta-arrestin, luminescence; inhibition, % at 20 µM; 360,000 compounds, 0.36% hits; AID 602244; in the data active means inhibition above about 34%, passing the limit was not always enough;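 further: antagonist mode with CXCL16 agonist at 10 nM final; 0% = 10 nM CXCL16 with DMSO and 100% = unstimulated wells without agonist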
Target sequence (O00574 whole entry, looked up): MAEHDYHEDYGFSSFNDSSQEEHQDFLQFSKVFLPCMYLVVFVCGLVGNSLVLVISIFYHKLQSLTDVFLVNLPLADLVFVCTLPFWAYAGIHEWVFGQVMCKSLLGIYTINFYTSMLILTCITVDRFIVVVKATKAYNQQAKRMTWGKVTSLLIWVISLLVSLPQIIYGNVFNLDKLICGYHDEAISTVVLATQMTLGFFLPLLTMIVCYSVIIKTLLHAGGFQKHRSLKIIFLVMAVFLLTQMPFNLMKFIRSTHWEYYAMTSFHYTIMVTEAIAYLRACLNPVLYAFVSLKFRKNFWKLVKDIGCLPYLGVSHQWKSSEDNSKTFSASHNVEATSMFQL
TIM10 inh: inhibits growth of TIM10 yeast strain. S. cerevisiae TIM10 strain growth, BacTiter-Glo luminescence, 24 h. inhibition, % at 10 µM. 330,000 compounds, 1.4% hits. AID 463195;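 active means inhibition of 40% or more at the single tested concentration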;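 further: wild-type TIM10 isogenic control strain grown at permissive 25 °C; 0% = DMSO yeast wells and 100% = minimal medium wells without yeast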
UPR CHOP act: activators of apoptotic arm of unfolded protein response (CHOP); AID 449763; activation, % at 10 µM; CHO-CHOP luciferase reporter, UPR activation, luminescence; percent of tunicamycin response over DMSO baseline; 330,000 compounds, 0.34% hits;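 active means at 10 µM dose, activation of 40% or more, normalized to positive control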;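 further: 100% = tunicamycin at 10 µg/mL and 0% = DMSO alone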
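Test system: CHO CHOP reporter cells. Input: 500 CHO-CHOP cells per well. Medium: F12 with 10% FBS. Technique: luciferase luminescence. Measure: percent activation relative to tunicamycin control. Dosing: 10 µM compound, 0.5% DMSO. Timing: 16-18 h cell attachment, then 6 h compound exposure, 37 °C.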
APJ agonist: activates the human apelin receptor APJ. P35414. CHO-K1 APJ PathHunter beta-arrestin, luminescence; 0% DMSO wells, 100% apelin. activation, % at 20 µM. 330,000 compounds, 0.11% hits;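 active means activation more than six SD over the plate average, tested at 20 µM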;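 further: 0% = DMSO alone and 100% = apelin-13 at 10 nM; some results filed as inactive read as strong as hits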
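Test system: CHO-K1 APJ beta-arrestin complementation cell line. Amount: cell density 1000 per well. Controls: DMSO negative, 10 nM Apelin-13 positive. Signal: luminescent beta-gal fragment complementation, chemiluminescent substrate. Read-out basis: agonist-driven arrestin binding to APJ. Timing: compound stimulation 90 min at 25 °C, detection 60 min.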
UPR XBP1 act: adaptive UPR (XBP1) activation | 330,000 compounds, 0.33% hits | activation, % at 20 µM | CHO-XBP1 luciferase reporter, IRE1-XBP1 UPR activation, luminescence; percent of tunicamycin response, DMSO as zero;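 active means versus positive control, 20 µM dose yields 30% or more activation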;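 further: 100% = tunicamycin at 10 µg/mL and 0% = DMSO only wells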
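Material: CHO cell line with stable XBP1 luciferase reporter; schedule: 16-18 h cell attachment at 37 °C, then 6 h compound exposure; signal: glow luminescence from Steady-Glo reagent; medium: serum-containing F12 medium, 10% FBS; benchmarks: tunicamycin 10 µg/mL and vehicle-only wells; read-out: percent activation relative to tunicamycin reference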
Starred values were filed as active, the others as inactive.

Results for COc1ccc(C(=O)NNC(=O)CSc2nc3c([nH]2)c(=O)n(C)c(=O)n3C)cc1 ?
tim23-1 inh: 10; APJ antagonist: -7; tim10-1 inh: 1; Mdm2-MdmX inh: -9; CXCR6 block: 1; TIM10 inh: 1; UPR CHOP act: -1.6; APJ agonist: -3; UPR XBP1 act: -4

How did COc1ccc(C2(CNS(=O)(=O)c3ccc(C)cc3)CCOCC2)cc1 do in these assays?
tim23-1 inh: 24; APJ antagonist: -18; tim10-1 inh: 6; Mdm2-MdmX inh: 22; CXCR6 block: -2; TIM10 inh: -14; UPR CHOP act: -2.2; APJ agonist: -7; UPR XBP1 act: 0

Results for CC[C@@]1(C(=O)OC)N[C@H](CN(C)C(=O)NC(C)C)[C@@H]2C(=O)N(C)C(=O)[C@@H]21 ?
tim23-1 inh: -9; APJ antagonist: 4; tim10-1 inh: -14; Mdm2-MdmX inh: 5; CXCR6 block: 5; TIM10 inh: 2; UPR CHOP act: 1.3; APJ agonist: -4; UPR XBP1 act: -1

Results for COc1ccc(CN(C)C(=O)c2cccc(S(=O)(=O)N3CCc4ccccc43)c2)c(OC)c1 ?
tim23-1 inh: 37; APJ antagonist: -15; tim10-1 inh: 21; Mdm2-MdmX inh: -19; CXCR6 block: 0; TIM10 inh: 9; UPR CHOP act: 1.3; APJ agonist: -1; UPR XBP1 act: -2

Results for CC#CCN(Cc1ccco1)C(=O)c1ccc(OC2CCN(Cc3ccccn3)CC2)cc1 ?
tim23-1 inh: 6; APJ antagonist: 9; tim10-1 inh: -4; Mdm2-MdmX inh: 10; CXCR6 block: 1; TIM10 inh: 1; UPR CHOP act: 0.2; APJ agonist: 15; UPR XBP1 act: -3

What do the screens show for `COc1cc(C(=O)Nc2ccc3ccccc3c2)cc(OC)c1OC`?
tim23-1 inh: 17; APJ antagonist: 4; tim10-1 inh: 7; Mdm2-MdmX inh: 40; TIM10 inh: 3; UPR CHOP act: 5.1; APJ agonist: -1; UPR XBP1 act: 6

How did CCOc1ccccc1/C=N/Nc1nc(C)cc(=O)[nH]1 do in these assays?
tim23-1 inh: 0; APJ antagonist: 5; tim10-1 inh: 1; Mdm2-MdmX inh: 27; CXCR6 block: -8; TIM10 inh: 9; UPR CHOP act: 1.3; APJ agonist: -1; UPR XBP1 act: 4

How did O=C(O)/C=C/c1cn(-c2ccccc2)nc1-c1cccc([N+](=O)[O-])c1 do in these assays?
tim23-1 inh: 27; APJ antagonist: -1; tim10-1 inh: 17; Mdm2-MdmX inh: 4; CXCR6 block: 2; TIM10 inh: -8; UPR CHOP act: 1.3; APJ agonist: -4; UPR XBP1 act: 3

What do the screens show for `CCN(CC)c1ccc(C(=O)N/N=C/c2ccc(N3CCOCC3)cc2)cc1`?
tim23-1 inh: 7; APJ antagonist: 5; tim10-1 inh: 9; Mdm2-MdmX inh: 8; CXCR6 block: -9; TIM10 inh: 11; UPR CHOP act: -1.2; APJ agonist: -2; UPR XBP1 act: -3

What do the screens show for `CCSc1ccc([C@@H]2[C@H]3C(=O)N(C)C(=O)[C@H]3[C@]3(C(=O)OC)CCCCN23)cc1`?
tim23-1 inh: 18; APJ antagonist: 4; tim10-1 inh: 14; Mdm2-MdmX inh: 16; CXCR6 block: -4; TIM10 inh: 19; UPR CHOP act: -2.0; APJ agonist: 3; UPR XBP1 act: 0

Results for CC[N+]1(C)CCC(=C2c3ccccc3CC(=O)c3sccc32)CC1 (configuration not stated) ?
tim23-1 inh: 0; APJ antagonist: -5; tim10-1 inh: 14; Mdm2-MdmX inh: -4; CXCR6 block: -4; TIM10 inh: 6; UPR CHOP act: -1.1; APJ agonist: 0; UPR XBP1 act: -2

What do the screens show for `CC(C)Cc1ccc(S(=O)(=O)N2CCOCC2)cc1`?
tim23-1 inh: 18; APJ antagonist: -3; tim10-1 inh: 22; Mdm2-MdmX inh: 10; CXCR6 block: -5; TIM10 inh: 22; UPR CHOP act: -1.0; APJ agonist: -2; UPR XBP1 act: -1

How did Cc1ccc(NC(=O)CN2C(=O)NC(C)(c3ccc(Cl)cc3)C2=O)cc1 (configuration not stated) do in these assays?
tim23-1 inh: -7; APJ antagonist: 15; tim10-1 inh: -24; Mdm2-MdmX inh: -36; CXCR6 block: -8; TIM10 inh: -11; UPR CHOP act: 0.3; APJ agonist: 1; UPR XBP1 act: 3

Results for Cc1cc(=O)[nH]c(SCC(=O)Nc2nnc(SCc3ccccc3)s2)n1 ?
tim23-1 inh: -1; APJ antagonist: 7; tim10-1 inh: -2; Mdm2-MdmX inh: -1; CXCR6 block: 9; TIM10 inh: 12; UPR CHOP act: 0.4; APJ agonist: 0; UPR XBP1 act: -5

How did Cc1cccc2c1-c1sc(C(=O)Nc3cccc([N+](=O)[O-])c3C)cc1CO2 do in these assays?
tim23-1 inh: -20; APJ antagonist: -10; tim10-1 inh: -7; Mdm2-MdmX inh: 17; CXCR6 block: -5; TIM10 inh: 3; UPR CHOP act: 0.5; APJ agonist: -1; UPR XBP1 act: 0

Three compounds out of the list, sorted by SMILES length, low to high.
What do the screens show for `CC(C)Cc1ccc(S(=O)(=O)N2CCOCC2)cc1`?
tim23-1 inh: 18; APJ antagonist: -3; tim10-1 inh: 22; Mdm2-MdmX inh: 10; CXCR6 block: -5; TIM10 inh: 22; UPR CHOP act: -1.0; APJ agonist: -2; UPR XBP1 act: -1

Results for CC#CCN(Cc1ccco1)C(=O)c1ccc(OC2CCN(Cc3ccccn3)CC2)cc1 ?
tim23-1 inh: 6; APJ antagonist: 9; tim10-1 inh: -4; Mdm2-MdmX inh: 10; CXCR6 block: 1; TIM10 inh: 1; UPR CHOP act: 0.2; APJ agonist: 15; UPR XBP1 act: -3

What do the screens show for `CCSc1ccc([C@@H]2[C@H]3C(=O)N(C)C(=O)[C@H]3[C@]3(C(=O)OC)CCCCN23)cc1`?
tim23-1 inh: 18; APJ antagonist: 4; tim10-1 inh: 14; Mdm2-MdmX inh: 16; CXCR6 block: -4; TIM10 inh: 19; UPR CHOP act: -2.0; APJ agonist: 3; UPR XBP1 act: 0

Other results follow:
How did Cc1ccc(S(=O)(=O)CCc2nnc(NC(=O)c3cccs3)s2)cc1 do in these assays?
tim23-1 inh: -18; APJ antagonist: -7; tim10-1 inh: 11; Mdm2-MdmX inh: 10; CXCR6 block: 2; TIM10 inh: -41; UPR CHOP act: 0.4; APJ agonist: 0; UPR XBP1 act: -1

How did N#CCC(=O)N1CC2(CC(c3cccc(NC(=O)COc4ccc(Cl)cc4)c3)=NO2)C[C@@H]1C(N)=O (some centres not stated) do in these assays?
tim23-1 inh: 12; APJ antagonist: 11; tim10-1 inh: -1; Mdm2-MdmX inh: -7; CXCR6 block: -25; TIM10 inh: 6; UPR CHOP act: -1.5; APJ agonist: -2; UPR XBP1 act: 3

What do the screens show for `Cc1ccc(S(=O)(=O)n2nc(OC(=O)c3c(F)cccc3Cl)cc2N)cc1`?
tim23-1 inh: 39; APJ antagonist: 7; tim10-1 inh: 18; Mdm2-MdmX inh: 3; CXCR6 block: -4; TIM10 inh: 23; UPR CHOP act: 3.5; APJ agonist: 2; UPR XBP1 act: -3

What do the screens show for `Cc1ccc(C2=CC(C)(c3ccc(C)cc3)Nc3nc(C(F)(F)F)nn32)cc1` (configuration not stated)?
tim23-1 inh: 28; APJ antagonist: 6; tim10-1 inh: 27; Mdm2-MdmX inh: 40; CXCR6 block: -4; TIM10 inh: 31; UPR CHOP act: -0.8; APJ agonist: -1; UPR XBP1 act: 2

What do the screens show for `COc1ccc2[nH]c(C(=O)NCc3ccccc3)cc2c1`?
tim23-1 inh: -9; APJ antagonist: -8; tim10-1 inh: -2; Mdm2-MdmX inh: 6; CXCR6 block: -8; TIM10 inh: 2; UPR CHOP act: 2.6; APJ agonist: 3; UPR XBP1 act: 2

How did COc1ccc(-c2cc(C3CCNCC3)[nH]n2)cc1 do in these assays?
tim23-1 inh: 22; APJ antagonist: -10; tim10-1 inh: 20; Mdm2-MdmX inh: -2; CXCR6 block: -5; TIM10 inh: 7; UPR CHOP act: -0.3; APJ agonist: -2; UPR XBP1 act: 2

Results for CCOC(=O)N1CCC(N2Cc3cccc(C(=O)NCc4ccccn4)c3C2=O)CC1 ?
tim23-1 inh: 11; APJ antagonist: 7; tim10-1 inh: 14; Mdm2-MdmX inh: -12; CXCR6 block: 0; TIM10 inh: 5; UPR CHOP act: -0.3; APJ agonist: -3; UPR XBP1 act: -2

What do the screens show for `CCN1CCc2nc(NC(=O)c3ccc(S(=O)(=O)N(C)C)cc3)sc2C1`?
tim23-1 inh: 1; APJ antagonist: 9; tim10-1 inh: 9; Mdm2-MdmX inh: 23; CXCR6 block: -1; TIM10 inh: -4; UPR CHOP act: 1.0; APJ agonist: -2; UPR XBP1 act: -1

Results for COc1ccccc1N1CCN(S(=O)(=O)c2ccc(-c3ccc(=O)[nH]n3)o2)CC1 ?
tim23-1 inh: 16; APJ antagonist: 7; tim10-1 inh: 23; Mdm2-MdmX inh: 11; CXCR6 block: 2; TIM10 inh: 1; UPR CHOP act: 1.1; APJ agonist: 5; UPR XBP1 act: -2

What do the screens show for `COC(=O)c1ccc(OCC(O)CN2C(=O)c3ccccc3C2=O)cc1` (configuration not stated)?
tim23-1 inh: 12; APJ antagonist: -16; tim10-1 inh: 6; Mdm2-MdmX inh: 23; CXCR6 block: -6; TIM10 inh: -24; UPR CHOP act: -0.9; APJ agonist: -3; UPR XBP1 act: -1

What do the screens show for `COc1ccc(C(C)C)cc1S(=O)(=O)n1cnc(C)c1`?
tim23-1 inh: 25; APJ antagonist: 24; tim10-1 inh: 29; Mdm2-MdmX inh: 30; CXCR6 block: 1; TIM10 inh: 8; UPR CHOP act: -0.6; APJ agonist: -1; UPR XBP1 act: 0

What do the screens show for `O=C(Nc1ccc([N+](=O)[O-])cc1)N1CCc2ccccc2C1`?
tim23-1 inh: 12; APJ antagonist: -12; tim10-1 inh: 7; Mdm2-MdmX inh: -3; CXCR6 block: 6; TIM10 inh: -29; UPR CHOP act: -0.4; APJ agonist: -2; UPR XBP1 act: 3

Results for O=C(COC(=O)c1c(Cl)ccc(Cl)c1Cl)NC(=O)NCc1ccccc1 ?
tim23-1 inh: 10; APJ antagonist: -1; tim10-1 inh: 11; Mdm2-MdmX inh: 5; CXCR6 block: 3; TIM10 inh: 22; UPR CHOP act: 0.3; APJ agonist: -2; UPR XBP1 act: -1

Results for O=C1c2ccccc2CN1C(CO)c1ccccc1 (configuration not stated) ?
tim23-1 inh: 10; APJ antagonist: -11; tim10-1 inh: 12; Mdm2-MdmX inh: -17; CXCR6 block: 0; TIM10 inh: 23; UPR CHOP act: 1.4; APJ agonist: -1; UPR XBP1 act: -3

What do the screens show for `N/C(=C\C(=O)c1cc(Cl)ccc1O)C(Cl)(Cl)Cl`?
tim23-1 inh: 73*; APJ antagonist: -31; tim10-1 inh: 40*; Mdm2-MdmX inh: 95*; CXCR6 block: -6; TIM10 inh: 42*; UPR CHOP act: 40; APJ agonist: 11; UPR XBP1 act: 15

Only part of the results is shown; rates above refer to the full screens.
